Source: PubChem
Akt phos inh: inhibitors of Akt phosphorylation. actives 0.32% (n = 360,000). activity change, % for hits at 50 µM. Neuro2A IGF-stimulated pAkt S473 HTRF, 20 min; hits give low values. AID 651550; in the data active = activity change below about -80%; note: % is set by controls: 0 for no effect and ±100 for the full control effect
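Neuro2A cells (4,500/well, DMEM with 0.5% FBS) were treated with compound at a single 50 µM final concentration, stimulated with 6 nM IGF for 20 min at 37 °C, and lysed. Phospho-Akt Ser473 was read by HTRF as 665/615 ratio ×10^4.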
CCT modulator: cytosolic chaperonin activity modulation; purified chaperonin ATPase assay, HTRF ADP detection, 30 min; AID 651819; activity change, % (no concentration beside the values), hits read low; actives 0.3% (n = 360,000); in the data active = activity change below about -30%; note: % is set by controls: 0 for no effect and ±100 for the full control effect
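ATPase activity: ADP formed was measured by HTRF Transcreener (665/615 nm ratio) after 30 min at 37 deg C with 10 uM ATP. Compounds screened at one 76 uM concentration against 40 or 20 nM TRiC in Tris pH 7.4/KCl/MgCl2/DTT buffer.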
EPAC2 ag: activates human EPAC2 exchange factor; Q8WZA2; Potency, µM (doses to about 154 µM), without a hit: at the highest dose activation, most hits filed as activators; AID 720711; actives 0.079% (n = 360,000); EPAC2 activation, biochemical qHTS; response scale: 100% = 6.5 mM cAMP response; note: potency is the fitted concentration of half-maximal effect; nearly all actives have a fitted effect of over 50% in size
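Readout is BODIPY fluorescence (480 nm excitation, 540 nm emission), which falls as labeled GDP is exchanged off Rap1B. EPAC2 at 100 nM acted on 250 nM RAP1B-BODIPY-GDP with 50 uM GDP present.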
PTHR1 agonist: agonists of human PTHR1 parathyroid hormone receptor; Q03431; AID 743266; Potency, µM (titrated, usually from 115 µM), inactives show at the highest dose activation, actives largely listed as activators; HEK293 GP2 PTHR1 cells, GloSensor cAMP luminescence, 1 h; actives 0.075% (n = 410,000); note: potency is the fitted concentration of half-maximal effect; nearly all actives have a fitted effect of over 55% in size; some results filed as inactive show a strong effect at the top dose; inactives centre near -15; many of its hits are not listed in these tables
Target sequence (Q03431 whole entry, looked up): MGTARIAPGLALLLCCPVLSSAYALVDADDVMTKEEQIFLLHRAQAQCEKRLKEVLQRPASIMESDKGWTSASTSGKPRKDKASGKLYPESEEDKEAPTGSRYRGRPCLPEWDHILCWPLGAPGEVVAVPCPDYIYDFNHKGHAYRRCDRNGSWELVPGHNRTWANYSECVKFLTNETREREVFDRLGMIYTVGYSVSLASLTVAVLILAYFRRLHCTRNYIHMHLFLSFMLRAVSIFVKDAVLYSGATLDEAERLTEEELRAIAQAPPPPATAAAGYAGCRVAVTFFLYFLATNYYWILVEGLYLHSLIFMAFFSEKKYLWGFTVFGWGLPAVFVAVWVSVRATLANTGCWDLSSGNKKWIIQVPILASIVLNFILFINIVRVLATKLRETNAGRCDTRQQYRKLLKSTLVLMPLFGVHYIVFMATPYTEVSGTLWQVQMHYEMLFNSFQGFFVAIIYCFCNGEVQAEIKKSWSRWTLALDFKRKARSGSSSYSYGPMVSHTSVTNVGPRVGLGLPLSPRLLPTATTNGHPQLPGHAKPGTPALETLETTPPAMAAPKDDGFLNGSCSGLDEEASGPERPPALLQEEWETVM
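HEK-293-derived GP2 cells expressing PTHR1 and a GloSensor cAMP reporter, 3,000/well, plated overnight, given luciferin plus IBMX (each 0.5 mM as added) for 1 h at 37 °C, then compound for 1 h at 37 °C. Luminescence was read after 15 min at room temperature.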
MmCpn inh: blocks the Methanococcus maripaludis chaperonin Mm-Cpn; actives 0.031% (n = 330,000); purified Mm-Cpn ATPase, ADP Transcreener TR-FRET; Potency, µM (titrated, usually from 76.9 µM), for the others: at the highest dose activity, negative = inhibition, actives largely listed as inhibitors; note: potency is the fitted concentration of half-maximal effect; % is set by controls: 0 for no effect and ±100 for the full control effect; nearly all actives have a fitted effect of over 80% in size
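Measured: ADP formation by purified Mm-CPN. Conditions: 25 nM protein, 10 uM ATP, Tris pH 7.4 with Mg2+, K+ and DTT, 37°C for 30 min. Detection: Transcreener HTRF after 30 min at room temperature.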
D3 ag: D3 dopamine receptor (human) agonism; D3R DiscoveRx beta-arrestin cells, luminescence, 90 min; P35462; actives 0.58% (n = 410,000); max activation, %; in the data active = max activation above about 30%; note: 0% is about no effect; mostly tested at two doses, the higher about 12 µM
Target sequence (P35462 whole entry, looked up): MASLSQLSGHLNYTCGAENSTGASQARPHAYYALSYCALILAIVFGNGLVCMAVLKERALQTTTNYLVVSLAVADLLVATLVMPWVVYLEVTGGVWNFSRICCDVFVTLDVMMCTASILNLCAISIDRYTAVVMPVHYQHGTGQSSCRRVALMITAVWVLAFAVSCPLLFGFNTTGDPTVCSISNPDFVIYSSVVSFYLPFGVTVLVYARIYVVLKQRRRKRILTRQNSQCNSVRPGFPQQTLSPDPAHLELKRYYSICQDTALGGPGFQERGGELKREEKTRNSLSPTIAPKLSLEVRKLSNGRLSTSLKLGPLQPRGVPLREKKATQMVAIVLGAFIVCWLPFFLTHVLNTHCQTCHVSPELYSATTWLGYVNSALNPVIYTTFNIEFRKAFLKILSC
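Agonist-mode cell screen: cells plated at 1500/well and incubated overnight at 37 °C, then exposed to library compounds for 90 min at 37 °C. Detection reagent was added for 30–60 min at room temperature, and luminescence was read.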
DRD3 antagonist: D3 dopamine receptor (human) antagonism; D3R cells, DiscoveRx beta-arrestin luminescence, antagonist mode; hits give low values; max response, negative = inhibition, %; actives 2.5% (n = 360,000); AID 652054; in the data active = max response below about -50%; note: % is set by controls: 0 for no effect and ±100 for the full control effect; mostly tested at two doses, the higher about 12 µM
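Cells expressing the human receptor were seeded at 1500 cells/well, incubated overnight at 37 degrees C in 5% CO2, then exposed to library compounds with dopamine controls for 90 minutes at 37 degrees C before luminescent detection.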
EPAC2 antag: blocks human EPAC2 exchange factor; Q8WZA2; EPAC2 GEF exchange of Rap1B-BODIPY-GDP, fluorescence; Potency, µM (highest dose often 114 µM), without a hit: at the highest dose activity, negative = inhibition, actives largely listed as inhibitors; actives 0.18% (n = 360,000); AID 720708; note: potency is the fitted concentration of half-maximal effect; % is set by controls: 0 for no effect and ±100 for the full control effect; nearly all actives have a fitted effect of over 45% in size; many of its hits are not listed in these tables
Numbers without * were called inactive; [ ] = another dose, or the depositor's remark. Unless noted, calls come from the whole dose curve; as a rule, active = well fitted curve in the direction sought with a large enough effect; inconclusive = small, poorly fitted or top-dose-only effect, or another doubt; inactive = no such curve, though single readings can be large; an effect the other way counts as inactive or inconclusive. A portion of the library; the hit share may differ from the screen's.

For O=C(O)c1cc(S(=O)(=O)N(Cc2ccccc2)c2cccc(C(F)(F)F)c2)ccc1Cl the results were Akt phos inh inactive, CCT modulator -0.1, EPAC2 ag -4.8%, PTHR1 agonist -21.1%, MmCpn inh 0.0%, D3 ag 1.4, DRD3 antagonist 13.8 and EPAC2 antag -22.3%.
For CCOc1cc(C(=O)OCC(=O)c2c[nH]c3ccccc23)ccc1OCC(=O)N1CCOCC1 the results were Akt phos inh inactive, CCT modulator 0.3, EPAC2 ag -0.1%, PTHR1 agonist inactive, MmCpn inh 0.4%, D3 ag 0.8, DRD3 antagonist 7.7 and EPAC2 antag 3.9%.
Screening CCc1nc2ccc(C(=O)NCCOc3ccc(OC)cc3)cn2c1N(C)Cc1nccn1C returned Akt phos inh inactive, CCT modulator 0.7, EPAC2 ag 1.4%, PTHR1 agonist inactive, D3 ag -0.9, DRD3 antagonist -1.2 and EPAC2 antag 6.7%.
CC(c1ccccc1)N1C(=O)c2ccccc2C1O (stereo not given) was read as Akt phos inh inactive, CCT modulator -1.0, EPAC2 ag 7.4%, PTHR1 agonist -23.3%, MmCpn inh -9.7%, D3 ag -2.6, DRD3 antagonist 21.1 and EPAC2 antag -1.0%.
For O=C(OCC(=O)c1ccccc1Br)c1ccncc1 the results were Akt phos inh inactive, CCT modulator -0.9, EPAC2 ag 5.9%, PTHR1 agonist -0.5%, MmCpn inh -6.2%, D3 ag -2.9, DRD3 antagonist -3.4 and EPAC2 antag 3.1%.
For Cc1ccc(C(=O)N[C@H](C(=O)Nc2cc(Cl)cc(Cl)c2)C(C)C)cc1 the results were Akt phos inh inactive, CCT modulator -2.8, EPAC2 ag 3.9%, PTHR1 agonist -24.0%, MmCpn inh 0.4%, D3 ag -24.9, DRD3 antagonist -14.5 and EPAC2 antag 0.7%.
For O=C(Nc1ccc(Br)cc1)c1cccc(N2C(=O)CCC2=O)c1 the results were Akt phos inh inactive, CCT modulator -1.3, EPAC2 ag 0.5%, PTHR1 agonist -39.3%[inhibitor], MmCpn inh 2.6%, D3 ag -13.5, DRD3 antagonist -11.7 and EPAC2 antag -0.8%.
Screening O=C(N[C@@H](Cc1ccccc1)C(=O)OCC(=O)N1CCOCC1)c1cccs1 returned Akt phos inh inactive, CCT modulator -1.1, EPAC2 ag -0.8%, PTHR1 agonist inactive, MmCpn inh -2.9%, D3 ag 18.1, DRD3 antagonist 1.0 and EPAC2 antag 4.5%.
`COc1ccc(Br)cc1/C=N/NC(=O)C[n+]1ccccc1` gave Akt phos inh inactive, CCT modulator 1.7, EPAC2 ag 1.9%, PTHR1 agonist inactive, MmCpn inh 0.8%, D3 ag -1.1, DRD3 antagonist -3.5 and EPAC2 antag 0.6%.
COc1cccc(OC)c1C(=O)Nc1nc2ccc([N+](=O)[O-])cc2s1 was read as Akt phos inh inactive, CCT modulator -9.9, EPAC2 ag 5.8%, PTHR1 agonist -12.9%, MmCpn inh -10.3%, D3 ag -11.1, DRD3 antagonist -22.0 and EPAC2 antag -2.8%.
Screening Cc1cc(C)cc(NC(=O)CSc2nnc(-c3cc(C)[nH]n3)n2N)c1 returned Akt phos inh inactive, CCT modulator -2.5, EPAC2 ag 2.8%, PTHR1 agonist inactive, MmCpn inh -0.1%, D3 ag -2.1, DRD3 antagonist -2.0 and EPAC2 antag -1.5%.
COc1ccc(OC)c(S(=O)(=O)NCCc2csc(-c3cccnc3)n2)c1 was read as Akt phos inh inactive, CCT modulator -0.5, EPAC2 ag 0.7%, PTHR1 agonist inactive, MmCpn inh -0.9%, D3 ag -8.8, DRD3 antagonist 5.9 and EPAC2 antag -19.0%.
Screening O=C(COC(=O)c1cccnc1Cl)Nc1ccc2c(c1)OCCO2 returned Akt phos inh inactive, CCT modulator 2.9, EPAC2 ag 1.2%, PTHR1 agonist -17.1%, MmCpn inh 1.8%, D3 ag 3.9, DRD3 antagonist -6.9 and EPAC2 antag 11.2%.
For O=C(Nc1ccccc1)C1C2CCC3C(CCC21)C3(Cl)Cl (stereo not given) the results were Akt phos inh inactive, CCT modulator -1.7, EPAC2 ag -5.1%, PTHR1 agonist -10.0%[57.5 µM], MmCpn inh 0.8%, D3 ag -8.9, DRD3 antagonist -23.3 and EPAC2 antag -4.3%.
`CC(C)N1CCc2c(sc(NC(=O)c3ccc(S(=O)(=O)N(C)CC4CCCO4)cc3)c2C(N)=O)C1` (stereo not given) gave Akt phos inh inactive, CCT modulator -4.6, EPAC2 ag 7.2%, PTHR1 agonist -10.9%, MmCpn inh -3.6%, D3 ag -10.3, DRD3 antagonist -7.8 and EPAC2 antag -0.9%.
CC(C)c1nnc(NC(=O)CN2C(=O)c3ccccc3C2=O)s1 was read as Akt phos inh inactive, CCT modulator -0.6, EPAC2 ag 6.5%, PTHR1 agonist inactive, MmCpn inh -4.7%, D3 ag 3.2, DRD3 antagonist 5.2 and EPAC2 antag -2.2%.
`CNc1nc(N/N=C/c2cc3c(cc2[N+](=O)[O-])OCO3)nc(Nc2ccccc2)n1` gave Akt phos inh inactive, CCT modulator 0.1, EPAC2 ag -1.7%, PTHR1 agonist inactive, MmCpn inh 2.0%, D3 ag 1.4, DRD3 antagonist 30.7 and EPAC2 antag 21.9%.
For COc1cc(/C=C2/SC(=S)N(Cc3ccccc3)C2=O)cc(Cl)c1O the results were Akt phos inh inactive, CCT modulator -0.4, EPAC2 ag -13.8%, PTHR1 agonist -40.5%[inhibitor], MmCpn inh -0.9%, D3 ag -4.5, DRD3 antagonist 29.4 and EPAC2 antag 6.4%.
Screening CCCCn1c(N)c(NCC(C)C)c(=O)[nH]c1=O returned Akt phos inh inactive, CCT modulator -0.1, EPAC2 ag 16.6%, PTHR1 agonist inactive, MmCpn inh 1.0%, D3 ag -2.7, DRD3 antagonist 2.3 and EPAC2 antag -7.8%.
Cc1ccccc1OCC(O)Cn1c(N2CCCCC2)nc2c1c(=O)[nH]c(=O)n2C (stereo not given) was read as Akt phos inh inactive, CCT modulator -4.0, EPAC2 ag 4.2%, PTHR1 agonist -9.8%, MmCpn inh 0.4%, D3 ag 4.0, DRD3 antagonist -9.1 and EPAC2 antag -2.3%.
`Cc1ccc(NC(=O)c2c(C)noc2-c2snnc2C)cc1` gave Akt phos inh inactive, CCT modulator -0.9, EPAC2 ag 3.6%, PTHR1 agonist inactive, MmCpn inh -0.7%, D3 ag 2.0, DRD3 antagonist 1.8 and EPAC2 antag -1.6%.
For CNC(=S)Nc1cc(OC)c(NC(=O)c2ccco2)cc1OC the results were Akt phos inh inactive, CCT modulator 3.1, EPAC2 ag 9.0%, PTHR1 agonist inactive, MmCpn inh -1.0%, D3 ag 7.4, DRD3 antagonist 7.9 and EPAC2 antag -2.1%.
For CC(SC1=NCCS1)C(=O)Nc1nnc(-c2ccc(F)cc2)s1 (stereo not given) the results were Akt phos inh inactive, CCT modulator -1.4, EPAC2 ag 7.8%, PTHR1 agonist -34.9%, MmCpn inh -1.7%, D3 ag -3.8, DRD3 antagonist 0.0 and EPAC2 antag 6.6%.
`O=C(COC(=O)c1ccco1)Nc1ccc([N+](=O)[O-])cc1Cl` gave Akt phos inh inactive, CCT modulator 3.6, EPAC2 ag 7.6%, PTHR1 agonist -17.3%, MmCpn inh 1.4%, D3 ag -2.4, DRD3 antagonist -0.4 and EPAC2 antag 0.3%.

Structures above containing a furan ring, fused or not:
For CNC(=S)Nc1cc(OC)c(NC(=O)c2ccco2)cc1OC the results were Akt phos inh inactive, CCT modulator 3.1, EPAC2 ag 9.0%, PTHR1 agonist inactive, MmCpn inh -1.0%, D3 ag 7.4, DRD3 antagonist 7.9 and EPAC2 antag -2.1%.
`O=C(COC(=O)c1ccco1)Nc1ccc([N+](=O)[O-])cc1Cl` gave Akt phos inh inactive, CCT modulator 3.6, EPAC2 ag 7.6%, PTHR1 agonist -17.3%, MmCpn inh 1.4%, D3 ag -2.4, DRD3 antagonist -0.4 and EPAC2 antag 0.3%.

(further entries)
Screening COC(=O)CCN(C1CCCCC1)S(=O)(=O)c1ccc(S(=O)(=O)N2CCCCC2)cc1 returned Akt phos inh inactive, CCT modulator 4.0, EPAC2 ag 11.2%, PTHR1 agonist -13.3%[57.5 µM], MmCpn inh -1.1%, D3 ag 2.7, DRD3 antagonist -15.9 and EPAC2 antag 9.4%.
Cc1nc(NCc2cccnc2)c2c3c(sc2n1)CCCC3 was read as Akt phos inh inactive, CCT modulator -0.8, EPAC2 ag 2.3%, PTHR1 agonist -8.7%, MmCpn inh 1.9%, D3 ag 4.8, DRD3 antagonist 10.1 and EPAC2 antag -0.2%.
For Cc1noc(C)c1COC(=O)COc1ccc(C#N)cc1 the results were Akt phos inh inactive, CCT modulator 3.6, EPAC2 ag 3.8%, PTHR1 agonist -20.5%, MmCpn inh 1.8%, D3 ag 9.0, DRD3 antagonist -10.2 and EPAC2 antag 2.0%.
O=C1c2cccc3c(O)ccc(c23)C(=O)N1c1ccc(Cl)cc1 was read as Akt phos inh inactive, CCT modulator 0.6, EPAC2 ag 112µM*, PTHR1 agonist -87.1%[inhibitor], MmCpn inh -19.8%, D3 ag 2.4, DRD3 antagonist 3.2 and EPAC2 antag 220.2%[activator].
Screening CCOC(=O)c1ccc(NS(=O)(=O)c2ccc3c(c2)CCCN3C(C)=O)cc1 returned Akt phos inh inactive, CCT modulator -1.0, EPAC2 ag 3.0%, PTHR1 agonist inactive, MmCpn inh -0.4%, D3 ag 0.0, DRD3 antagonist -11.1 and EPAC2 antag -4.7%.
O=C1[C@H]2[C@@H](c3ccc(Cl)cc3)N3C(=O)N(c4cccc(Cl)c4)C(=O)[C@@]3(Cc3ccccc3)[C@H]2C(=O)N1C1CCCCC1 was read as Akt phos inh inactive, CCT modulator -2.0, EPAC2 ag -2.9%, PTHR1 agonist -14.6%, MmCpn inh -1.4%, D3 ag -9.6, DRD3 antagonist 0.0 and EPAC2 antag -24.9%.
Cc1ccc(COC(=O)c2cccc(S(=O)(=O)N3CCCCC3)c2)cc1 was read as Akt phos inh inactive, CCT modulator -0.7, EPAC2 ag -1.8%, PTHR1 agonist -0.6%, MmCpn inh 1.3%, D3 ag -12.5, DRD3 antagonist -0.4 and EPAC2 antag -3.0%.
